influenza NS1A – NS1A inhibition, H1N1 influenza, cell based functional assay (AID 504329) | NS1A functional cell-based assay, percent inhibition; higher % means a stronger effect | inhibition, % at 12.5 µM; hits with a dose series show IC50 in µM | 340,000 compounds, 0.3% hits; in the data active = a potency from the dose series; inconclusive = inhibition above about 27% without an active follow-up result; also: strong numbers were not always called active
M. tuberculosis – growth inhibition of non-replicating M. tuberculosis (AID 488890); Mycobacterium tuberculosis non-replicating, growth inhibition; higher % means a stronger effect; one-dose inhibition, % at 25 µM; IC50 in µM for titrated hits; 320,000 compounds, 0.39% hits; in the data active = a potency from the dose series; inconclusive = inhibition mostly from about 82% at the one dose, without a potency; inactive = the rest, 99 in 100 with inhibition below about 76%;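 also: plate controls were DMSO cells for no effect and high antibiotic wells for full effect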
inhibitors of VEEV – inhibitors of VEEV TC-83 cytopathic effect, confirmation, Vero cells (AID 588727) | Vero cells, VEEV TC-83 cytopathic effect inhibition; higher % means a stronger effect | one-dose inhibition, % at 20 µM; IC50 in µM for titrated hits | 350,000 compounds, 0.13% hits; in the data active = a potency from the dose series; inconclusive = inhibition mostly from about 14% at the one dose, without a potency; inactive = the rest, 99 in 100 with inhibition below about 12%; also: strong numbers were not always called active
H37Rv inhibition – M. tuberculosis growth inhibition, HTS (AID 449762); M. tuberculosis H37Rv growth inhibition, 7H9 media; higher % means a stronger effect; inhibition, % at 25 µM, or IC50 in µM where a hit was titrated; 330,000 compounds, 0.59% hits; in the data active = a potency from the dose series; inconclusive = inhibition above about 70% without an active follow-up result;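 also: bacterial growth assessed after seven days of incubation; strong numbers were not always called active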
PhoP GFP inhibition – Inhibition of PhoP regulon, Salmonella typhi GFP reporter cells, confirmation, 4 h (AID 1850); Salmonella Typhi PhoP-promoter GFP reporter, fluorescence, 4 h; higher % means a stronger effect; inhibition, % at 50 µM; hits with a dose series show IC50 in µM; 310,000 compounds, 0.33% hits; in the data active = a potency from the dose series; inconclusive = inhibition mostly from about 25% at the one dose, without a potency; inactive = the rest, 99 in 100 with inhibition below about 19%;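 also: 0% = induced wells with vehicle and 100% = uninduced wells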
inhibitors of VEEV 10K pilot screen – further read-out of inhibitors of VEEV, marked with its call; inhibition, %; measured here: 10K pilot screen inhibition
The depositor's hits bear a star; i = inactive; ? = inconclusive; nt = not tested or not shown.

SMILES	influenza NS1A	M. tuberculosis	inhibitors of VEEV	H37Rv inhibition	PhoP GFP inhibition	others
COc1cc(/C=N/NC(=O)CNC(=O)c2ccc3c(c2)OCCO3)ccc1O	1%	-2%	2.7%	-6%	-2%
Cc1ccc(S(=O)(=O)NC(=O)Nc2cc(C)ccc2F)cc1	-27%	0%	4.1%	-9%	-20%
Cc1nn(C)c(C)c1S(=O)(=O)N1CCC(CO)(CC2CCCCO2)CC1 (centres undefined)	5%	3%	0.7%	-3%	9%
CCCC(C)NC(=O)c1cc(S(=O)(=O)N2CCCCCC2)ccc1OC (centres undefined)	-14%	4%	i	-14%	nt
COc1ccc(CN(CC(=O)NCc2ccc(F)cc2)C(=O)CCC(=O)Nc2nccs2)cc1	-10%	3%	i	-1%	6%
Cc1ccc(C(=O)OC(C)C(=O)c2cc(C)c(C)cc2C)o1 (centres undefined)	-14%	18%	5.0%	-15%	-5%
Cc1nc(-c2ccccc2)cc(N2CCCC2)n1	5%	-5%	2.3%	-9%	4%
CC(=O)Nc1ccc(OCc2cccc3ccccc23)cc1	-2%	3%	1.9%	14%	-6%
CNC(=O)c1nn(-c2ccc(Cl)cc2)ccc1=O	-1%	-2%	1.3%	-10%	6%
COc1ccc(N2CCN(C3CC(=O)N(Cc4ccccc4)C3=O)CC2)cc1 (centres undefined)	-1%	67%	1.7%	-12%	-2%
COc1cc2c(cc1OC)C(c1cc(Br)c(OC)c(OC)c1)CC(=O)N2 (centres undefined)	9%	-8%	0.6%	2%	2%
CCn1c(COc2ccccc2OC)nc2ccccc21	-11%	0%	i	2%	-2%
CCOC(=O)c1cnc(-n2nc(C)cc2C)nc1N(CC)CC	-12%	?	0.8%	?	-12%	inhibitors of VEEV 10K pilot screen=0.0
COc1ccc(-n2cc(C(=O)c3ccc4ccccc4c3O)cn2)cc1	-4%	-5%	0.8%	9%	7%
CCOc1ccccc1NC(=O)COC(=O)Cc1ccsc1	-11%	2%	0.9%	-1%	nt
CCOc1ccc(NC(=O)CN(C)C(=O)c2cn(-c3ccc(C)cc3)nc2-c2cccc(OC)c2)cc1OCC	-8%	nt	8.6%	nt	nt
COc1ccccc1C(=O)N/C(=C\c1cn(C)c2ccccc12)C(=O)N1CCCC1	-1%	24%	6.2%	7%	1%
CC(C)(C)OC(=O)N1CCC[C@H]1C(=O)Nc1ccc(S(=O)(=O)C(F)F)cc1	2%	-7%	1.4%	4%	-8%
O=C1CCc2cc(S(=O)(=O)Nc3ccccc3)cc3c2N1CC3	2%	6%	i	-2%	-3%
CC12CCC(=O)C=C1CCC1C2CCC2(C)C(c3csc(N)n3)CCC12 (centres undefined)	-12%	nt	6.0%	nt	nt
CCc1cccc2c(C(=O)COC(=O)c3nccnc3N)c[nH]c12	3%	4%	3.0%	-1%	-5%
c1ccc(CN2CCC(Nc3nc(-c4ccccc4)nc4ccccc34)CC2)cc1	12%	?	1.3%	10µM*	35µM*
Cn1cc(C(=O)N/N=C/C(Br)=C\c2ccccc2)ccc1=O	5%	-2%	i	-5%	-1%
COc1cc(Br)cc(/C=N/c2ncn[nH]2)c1O	0%	56%	1.7%	7%	98µM*
CC(C)c1cc(C(=O)N/N=C/C(Br)=C/c2ccccc2)n[nH]1	7%	44%	?	33%	-17%

Reprinted from the part before: four entries; new compounds follow.
SMILES	influenza NS1A	M. tuberculosis	inhibitors of VEEV	H37Rv inhibition	PhoP GFP inhibition	others
c1ccc(CN2CCC(Nc3nc(-c4ccccc4)nc4ccccc34)CC2)cc1	12%	?	1.3%	10µM*	35µM*
Cn1cc(C(=O)N/N=C/C(Br)=C\c2ccccc2)ccc1=O	5%	-2%	i	-5%	-1%
COc1cc(Br)cc(/C=N/c2ncn[nH]2)c1O	0%	56%	1.7%	7%	98µM*
CC(C)c1cc(C(=O)N/N=C/C(Br)=C/c2ccccc2)n[nH]1	7%	44%	?	33%	-17%
CC(C)Cn1nc(C(=O)Nc2cccc(C(=O)NC3CC3)c2)c2ccccc2c1=O	0%	30%	7.9%	3%	nt
O=C(CNC(=O)c1ccccc1Br)N/N=C/c1ccco1	-1%	1%	1.9%	0%	6%
O=C(c1ccc(Oc2cc(Cl)cc(Cl)c2)o1)N1CCCCC1	-5%	79%	1.6%	-1%	11%
Cc1nc(-c2ccccc2)sc1C1(C)CC(c2cccc([N+](=O)[O-])c2)=NO1 (centres undefined)	12%	-1%	1.3%	8%	-37%
CCNC(=O)NC(=O)CSc1ccc(S(=O)(=O)N(C)C2CCCCC2)cn1	0%	55%	i	-1%	nt
CCCOc1ccc(C2CC(=O)NC2=O)cc1 (centres undefined)	-5%	-7%	1.9%	30%	4%
COc1ccccc1/C=C/C(=O)OCC(=O)N1CCN(S(=O)(=O)c2ccc(C)cc2C)CC1	-5%	nt	9.6%	nt	nt
CCOc1ccccc1CN1CCC(Oc2cccc(C(=O)NCCOC)c2)CC1	4%	32%	i	-10%	-1%
Cc1ccc(C(=O)COC(=O)c2ccccc2N2C(=O)C3C4CCC(C4)C3C2=O)cc1C (centres undefined)	2%	1%	2.4%	-11%	7%
Cc1cnc(C(=O)N2CCN(S(=O)(=O)c3ccc4ccccc4c3)CC2)cn1	-8%	12%	0.7%	-2%	8%
COc1ccc(Br)c(C(=O)NC2CCCC2)c1	11%	-4%	1.9%	1%	2%
COc1ccccc1NC1=NCC(=O)N1Cc1ccccc1	2%	-7%	4.6%	7%	-9%
O=C(CNC(=O)c1ccccc1F)OC(C(=O)Nc1cc(C(F)(F)F)ccc1Cl)c1ccccc1 (centres undefined)	-2%	-1%	i	-9%	9%
CC(=O)Nc1ccc(NC(=O)/C=C/c2ccc3c(c2)OCO3)cc1	-12%	-6%	1.5%	5%	-3%
Cc1ccc(NC(=O)Nc2ccno2)cc1	nt	11%	27%	3%	-11%
O=C(NNc1cccc(Cl)n1)Nc1cccc(Cl)c1	-2%	29%	5.1%	10%	-10%
CCOC(=O)Cc1csc(NC(=O)Nc2ccc(Cl)cc2)n1	-23%	13%	4.5%	6%	-1%
Cc1ccc(C)c(OCCC(=O)N2CCN(S(=O)(=O)c3ccc([N+](=O)[O-])cc3)CC2)c1	4%	-7%	i	-10%	nt
CCc1c(C)nc(N2CCN(c3ccccc3)CC2)[nH]c1=O	-73%	27%	i	5%	7%
CC1CCCCC1NC(=O)C1CCCN(S(=O)(=O)c2ccc(-n3cnnn3)cc2)C1 (centres undefined)	9%	-1%	i	6%	10%
O=C1c2ccccc2NC(c2ccccc2F)N1NS(=O)(=O)c1ccccc1 (centres undefined)	-2%	-6%	i	29%	-23%
CC1CN(Cc2nc3c(c(=O)[nH]c(=O)n3C)n2CC(N)=O)CC(C)O1 (centres undefined)	4%	nt	2.4%	-1%	-5%
COc1ccc(C/C(C)=N/NC(=S)Nc2ccccc2F)cc1	8%	15%	0.3%	-1%	-5%
CCC(=O)OCC(=O)Nc1ccc2c(c1)OCO2	-4%	13%	1.3%	0%	3%
COc1ccc(NC(=O)CC(=O)Nc2ccc(OC)cc2)cc1	3%	1%	0.2%	-2%	-4%
SMILES	influenza NS1A	M. tuberculosis	inhibitors of VEEV	H37Rv inhibition	PhoP GFP inhibition	others
Cc1ccccc1NC(=O)COC(=O)c1ccccc1SCC(=O)N1CCCC1	-13%	-6%	8.4%	-1%	-8%
COc1cc(C(=O)OCC(=O)Nc2cccc(S(=O)(=O)N3CCCC3)c2)ccc1OCC(C)C	-2%	-15%	9.9%	-16%	2%
O=C(NCCN1CCOCC1)C(=O)NCC1OCCCN1S(=O)(=O)c1ccc(F)cc1 (centres undefined)	-7%	9%	2.9%	-1%	-1%
O=C(C(=O)N1CCCc2ccccc21)c1cn(CC(=O)N2CCOCC2)c2ccccc12	-9%	-6%	1.1%	-10%	1%
O=S(=O)(Nc1nc(-c2ccccc2)cs1)c1cc(Cl)ccc1Cl	-29%	40%	0.2%	-8%	0%
COc1ccc(CN2CCCC(C(=O)Nc3cccc(-n4cnnn4)c3)C2)c(C)c1C (centres undefined)	9%	45%	0.8%	10%	2%
O=S(=O)(c1ccc(S(=O)(=O)N2CCCC3(CCCCC3)C2)cc1)N1CCCCC1	4%	-4%	i	-15%	-6%
O=[N+]([O-])c1cccc(S(=O)(=O)NCCOc2cccc3cccnc23)c1	-8%	-6%	1.8%	-6%	-3%
Cc1cccc(N2CCN(CC(O)COc3ccccc3Cl)CC2)c1 (centres undefined)	-16%	33%	i	13%	-3%
COc1ccc2[nH]c(C(=O)O)c(NS(=O)(=O)c3ccc(C)c(C)c3)c2c1	9%	-11%	4.2%	3%	13%
CC(/C=N/NC(=O)c1c(Br)cnn1C)=C\c1ccccc1	16%	1%	0.7%	-2%	-6%
CC1C(=O)N2CCCc3cc(NC(=O)c4ccccc4Br)cc1c32 (centres undefined)	-7%	-5%	0.2%	3%	2%
CCC(CC(C)(C)O)C(=O)NNC(=S)Nc1ccccc1 (centres undefined)	6%	-25%	i	-1%	1%
CCOC(=O)c1c(C)oc(NC(=O)CCl)c1C(=O)OCC	11%	64%	1.2%	?	2%
O=C(CCl)NNc1nc(-c2ccccc2)c2cc(Cl)ccc2n1	-8%	-3%	i	6%	-3%
CCOc1ccc(NC(=O)Nc2cc(C(=O)O)ccc2N2CC3CC(C2)c2cccc(=O)n2C3)cc1 (centres undefined)	-4%	-2%	2.0%	10%	5%
CCOC(=O)N1CCN(C(=O)CN2C(=O)c3ccccc3S2(=O)=O)CC1	-1%	-11%	2.2%	-17%	-10%
O=C(CCS(=O)(=O)c1ccc(Br)cc1)N1CCN(c2ccc(F)cc2)CC1	7%	25%	1.0%	6%	-1%
COc1ccc(NC(=O)C2CCC(C(C)(C)C)CC2)cc1S(=O)(=O)N1CCOCC1 (centres undefined)	-4%	35%	1.2%	-3%	nt
O=C(c1cc(COc2ccc(F)cc2Cl)on1)N1C[C@H]2CC[C@H]1C2	-3%	35%	2.6%	3%	-9%
Cc1cc(C)cc(-c2nnc(SCC(=O)c3ccc4c(c3)OCCO4)o2)c1	-7%	-13%	0.7%	6%	-16%
COc1ccc(OCc2nnc(NC(=O)Nc3ccccc3F)s2)cc1	1%	6%	0.1%	5%	-2%
O=C(Nc1cccc(NC(=O)c2ccco2)n1)c1ccco1	0%	-5%	1.3%	6%	-2%
CC(C)N=C1NN=C(c2ccc(F)cc2)CS1	5%	17%	0.3%	4%	37%
C/C(=N/NC(=O)c1ccc2c(c1)OCO2)c1ccc(NC(=O)c2ccc(F)cc2)cc1	-2%	-4%	0.5%	-2%	-4%
SMILES	influenza NS1A	M. tuberculosis	inhibitors of VEEV	H37Rv inhibition	PhoP GFP inhibition	others
O=C(NNC(=O)c1cccs1)c1cccc(F)c1	-3%	-9%	1.0%	-1%	10%
CCOc1ccc(CCNC(=O)C2CC(C)=CCC2C(=O)O)cc1OCC (centres undefined)	-6%	-11%	0.2%	7%	-3%
CN(CCCN1CCOCC1)Cc1nc(-c2ccccc2)no1	6%	22%	0.5%	-3%	-6%
CCC(C)Sc1nc2c(cnn2-c2ccc(C)cc2)c(=O)[nH]1 (centres undefined)	5%	nt	2.2%	-12%	-8%
CC(=O)Nc1ccc(CCCCc2ccccc2)cc1	2%	nt	4.1%	nt	nt
CC[C@]12c3[nH]c4cc(CCC(=O)N(C)C)ccc4c3CCN1C(=O)[C@@H](CC(=O)NC(C)(C)C)C[C@@H]2C(=O)N1CCN(C(=O)C2CC2)CC1	-7%	nt	0.1%	nt	nt
O=C(CSc1nnnn1C1CC1)Nc1cccc(S(=O)(=O)N2CCCC2)c1	-11%	3%	4.1%	-4%	nt
Cc1cc(N2CCCC2=O)cc(C)c1S(=O)(=O)NCCOc1ccccc1	-9%	0%	1.7%	2%	-12%
C=CCNC(=O)c1nc2ccccc2s1	-11%	66%	0.1%	3%	2%	inhibitors of VEEV 10K pilot screen=1.1
COc1ccc(NC(=O)c2cc(-c3ccc(OC)c(OC)c3)on2)cc1OC	-5%	-16%	1.5%	-1%	-5%
Cc1ccccc1NC(=O)CSc1nc2ncc(Cl)cc2[nH]1	-1%	3%	1.2%	10%	-19%
COc1ccc(C2=Nn3c(nnc3-c3ccccc3F)SC2)cc1OCC1CC1	7%	7%	5.5%	10%	nt
COc1ccc(C(=O)NCCCN2CCOCC2)cc1OC	-34%	-10%	5.2%	2%	3%
CCSc1nnc(NC(=O)CCn2c(=O)oc3ccccc32)s1	0%	-17%	1.1%	-4%	-11%
CCSCc1nnc(SCC(=O)Nc2ccc(F)cc2)n1CC	-7%	1%	0.8%	-10%	8%

Assay outcomes deposited in PubChem by Southern Research Specialized Biocontainment Screening Center.
